MITF primary: human MITF inhibition, primary screen; O75030; AlphaScreen MITF homodimerization, bead proximity signal; inhibition, % at 2.6 µM; hit rate 0.91% among 650,000; AID 1259374; in the data active = inhibition above about 50%;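 also: 0% = vehicle wells with protein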
Target sequence (O75030 whole entry, looked up): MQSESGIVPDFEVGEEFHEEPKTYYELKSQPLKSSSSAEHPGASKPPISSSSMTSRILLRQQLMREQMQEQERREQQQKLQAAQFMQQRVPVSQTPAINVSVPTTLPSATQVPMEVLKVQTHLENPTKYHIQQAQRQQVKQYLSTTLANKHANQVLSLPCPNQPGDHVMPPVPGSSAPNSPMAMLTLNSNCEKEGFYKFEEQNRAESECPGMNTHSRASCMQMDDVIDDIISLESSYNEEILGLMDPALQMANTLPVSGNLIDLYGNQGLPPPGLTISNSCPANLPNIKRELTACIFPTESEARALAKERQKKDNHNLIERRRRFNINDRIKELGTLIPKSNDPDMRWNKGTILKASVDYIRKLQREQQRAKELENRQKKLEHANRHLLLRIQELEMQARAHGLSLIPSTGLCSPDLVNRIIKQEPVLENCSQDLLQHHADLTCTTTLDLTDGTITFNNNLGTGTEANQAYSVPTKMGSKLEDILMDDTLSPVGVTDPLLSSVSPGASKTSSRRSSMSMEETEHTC
FBW7 activator: activators of human E3 ligase FBW7; normalized activity (activation), % at 26.1 µM; Q969H0; AlphaScreen FBW7–phospho-cyclin E peptide binding, activator screen; hit rate 0.13% among 650,000; in the data active = normalized activity above about 1.9%;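 also: purified mutant Fbw7 with reduced substrate affinity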
TEAD-YAP inh: TEAD-YAP interaction inhibition; HEK-TIYL cells, TEAD-Gal4/YAP UAS-luciferase luminescence; inhibition, % at 9.12 µM; hit rate 1.4% among 640,000; AID 1259422; in the data active = inhibition above about 32%;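 also: 0% = median of test compound wells and 100% = reference inhibitor wells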
GPR151 ag: human GPR151 activation; AID 1508602; hit rate 1% among 650,000; PathHunter beta-arrestin GPR151 cells, luminescence; activation, % at 11.2 µM; in the data active = activation above about 4.9%;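 also: 0% = median of compound wells and 100% = cells with positive control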
Target sequence (Q8TDV0 whole entry, looked up): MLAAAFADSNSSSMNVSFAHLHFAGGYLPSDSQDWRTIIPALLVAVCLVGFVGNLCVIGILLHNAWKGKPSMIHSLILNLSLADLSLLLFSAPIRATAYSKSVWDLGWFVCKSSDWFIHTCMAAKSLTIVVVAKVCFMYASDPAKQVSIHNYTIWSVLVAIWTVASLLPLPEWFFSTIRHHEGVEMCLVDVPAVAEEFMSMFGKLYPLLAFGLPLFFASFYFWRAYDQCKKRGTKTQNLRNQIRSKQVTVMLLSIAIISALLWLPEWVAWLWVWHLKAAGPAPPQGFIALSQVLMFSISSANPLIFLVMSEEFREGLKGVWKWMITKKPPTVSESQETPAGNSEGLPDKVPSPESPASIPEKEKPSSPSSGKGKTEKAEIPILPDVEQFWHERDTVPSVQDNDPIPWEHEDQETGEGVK
* hit, by the source's call.

Codes: A = MITF primary; B = FBW7 activator; C = TEAD-YAP inh; D = GPR151 ag
> COC(=O)c1cc(NS(=O)(=O)c2ccc(OC)c(Br)c2)ccc1Cl
  A: 14; B: 0.5; C: -3; D: -1.4
> Nc1c(C(=O)Nc2cc(C(F)(F)F)ccc2Cl)sc2nc3c(cc12)CCCC3
  A: -10; B: 0.0; C: -22; D: -1.7
> CCCCC(=O)Nc1cc(C)c(NC(=O)C2CC2)cn1
  A: -5; B: 0.1; C: -42; D: -0.8
> CCCCn1c(=N)n(CC(O)c2ccccc2)c2ccccc21 (centres undefined)
  A: 4; B: -0.1; C: 7; D: -1.4
> COc1ccc(/C=c2\sc3nc(-c4ccccc4)nn3c2=O)cc1
  A: -1; B: -0.1; C: 5; D: -0.8
> CC(C)(C)OC(=O)Cn1nc(C(=O)O)c2ccccc2c1=O
  A: 14; B: -0.1; C: 2; D: -1.3
> COC(=O)C1=C(C)N=c2s/c(=C/c3ccc(OC)c(OC)c3)c(=O)n2C1c1ccccc1 (centres undefined)
  A: 5; B: -0.1; C: 8; D: 0.3
> COc1cc(/C=C2/SC(=Nc3ccccc3)NC2=O)ccc1OCc1ccc(Cl)cc1
  A: 5; B: -0.1; C: -7; D: 1.2
> CC(C)N(CCNc1ccnc(Nc2nc3ccccc3n2C)n1)C(C)C
  A: 10; B: 0.1; C: 0; D: -0.7
> NS(=O)(=O)c1ccc(NC(=O)CCCCCC(=O)Nc2ccc(S(N)(=O)=O)cc2)cc1
  A: 9; B: -0.1; C: -1; D: 0.0
> O=C(CCNS(=O)(=O)c1ccccc1)NC12CC3CC(CC(C3)C1)C2
  A: 9; B: 0.0; C: -13; D: 0.9
> Cc1ccc(OCC(O)CN2CCN(Cc3ccccc3)CC2)cc1C (centres undefined)
  A: 26; B: 0.0; C: 6; D: 0.6
> Nc1ccccc1N1CCN(c2ccccc2)CC1
  A: 7; B: -0.1; C: -21; D: -0.6
> COC(=O)c1ccccc1N1C(=O)c2ccc(C(=O)O)cc2C1=O
  A: -17; B: 0.4; C: 9; D: 3.1
> CCOc1ccc(C2CC(c3ccccc3OC)n3ncnc3N2)cc1 (centres undefined)
  A: 2; B: 0.2; C: 8; D: -1.1

A second format for some results above:
SMILES | MITF primary | FBW7 activator | TEAD-YAP inh | GPR151 ag
Cc1ccc(OCC(O)CN2CCN(Cc3ccccc3)CC2)cc1C (centres undefined) | 26 | 0.0 | 6 | 0.6
Nc1ccccc1N1CCN(c2ccccc2)CC1 | 7 | -0.1 | -21 | -0.6
COC(=O)c1ccccc1N1C(=O)c2ccc(C(=O)O)cc2C1=O | -17 | 0.4 | 9 | 3.1

The listing continues:
Codes: A = MITF primary; B = FBW7 activator; C = TEAD-YAP inh; D = GPR151 ag
> COc1ccc(C)cc1NC(=O)C(=O)N/N=C(\C)CC(=O)Nc1ccc2c(c1)OCCO2
  A: -20; B: 0.0; C: -10; D: 0.2
> CCCCn1c(=O)c2c(nc3n2CC(C)CN3c2ccc(Cl)cc2)n(C)c1=O (centres undefined)
  A: 8; B: 0.0; C: 0; D: 1.1
> CCCC1=NN2C(=N)/C(=C/c3ccccc3)C(=O)N=C2S1
  A: 6; B: 0.0; C: -7; D: 2.0
> COc1ccc(/C=C(\NC(=O)c2ccc(C)cc2)C(=O)NCc2ccco2)cc1
  A: 4; B: 0.0; C: 5; D: -0.3
> CN1CCN(C=NC2=NN(c3cccc(C(F)(F)F)c3)CC2)CC1
  A: -11; B: 0.0; C: -18; D: -0.3
> CC(C)(C)NC(=O)C[n+]1cccc(/C=N/O)c1
  A: 0; B: 0.1; C: 11; D: 0.4
> Cc1ccc(NC(=O)CN2CCN(C)CC2)c(Br)c1
  A: 9; B: 0.1; C: -54; D: 0.8
> O=C(CN1CCN(Cc2ccccc2)CC1)NC(=O)NCc1ccco1
  A: 7; B: 0.0; C: 5; D: -0.8
> COc1ccc([N+](=O)[O-])cc1NC(=O)C(C)OC(=O)c1ccc(NC(N)=O)cc1 (centres undefined)
  A: -3; B: -0.1; C: 13; D: 2.4
> Cc1c(Cl)cccc1NC(=O)CSc1nnc(Cc2ccccc2)n1-n1cccc1
  A: -2; B: -0.1; C: 4; D: 3.6
> CC[C@H](C)[C@@H]1NC(=O)[C@@H]2C[C@H](NCc3cc(C)ccc3C)CN2C1=O
  A: 3; B: 0.0; C: 7; D: 1.4
> CCc1ccc(NC(=O)CSc2nc3ccccc3c(=O)n2CC2CCC(C(=O)NCc3ccco3)CC2)cc1 (centres undefined)
  A: 0; B: 0.2; C: 8; D: -0.9
> Fc1cccc(Nc2ncnc3c2oc2ccccc23)c1
  A: 6; B: 0.3; C: -23; D: 0.2
> OCCC1CN(Cc2ccc(F)cc2F)CCN1C1CCCC1 (centres undefined)
  A: -12; B: 0.5; C: -7; D: -1.1
> COc1ccccc1Nc1nc(C)c(C(C)=O)s1
  A: 1; B: 0.1; C: -31; D: -2.1
> COc1cccc(C2CC(c3cccs3)=NN2C(=O)CN2CCOCC2)c1OC (centres undefined)
  A: -11; B: -0.1; C: 8; D: -1.6
> CC(=O)c1c(C)cc(C)c(CSc2nnc(-c3ccco3)o2)c1C
  A: 4; B: 0.1; C: -14; D: 0.5
> CCOC(=O)c1cnc2ccc(OCC)cc2c1NCc1ccccn1
  A: 4; B: 0.0; C: 10; D: 1.3
> Cc1ccc(OCCOCCn2cnc3ccccc3c2=O)c(Cl)c1
  A: -7; B: -0.2; C: -15; D: -0.5
> CC(=O)Nc1cccc(NC(=S)Nc2ccc3c(c2)OCO3)c1
  A: 4; B: -0.1; C: -9; D: -0.6
> COC(=O)c1ccc2c(c1)C(=O)N(c1ccc3c(c1)oc1ccccc13)C2=O
  A: -23; B: 0.1; C: -6; D: 0.0
> Oc1ccc(Nc2nc3ccccc3nc2Nc2ccc(O)cc2)cc1
  A: 1; B: -0.1; C: -5; D: -0.4
> C/C(CC(=O)Nc1ccccc1C(F)(F)F)=N\NC(=O)CC#N
  A: 8; B: 0.1; C: 6; D: 0.2
> O=C(Nc1ccc(F)c(F)c1)c1n[nH]c(=O)c2ccccc12
  A: 8; B: 0.1; C: -24; D: -1.5
> O=C(C1CC=CCC1)N1CCC2(CC1)CC2C(=O)N1CCN(Cc2cccs2)CC1 (centres undefined)
  A: -13; B: 0.0; C: 10; D: 0.1
> CC(=O)c1ccc(NC(=O)CSc2nnc(Cc3cccn3C)n2C)cc1
  A: 3; B: 0.2; C: -2; D: -1.5
> COc1cccc(N2CCN(c3cc(C)nc4ncnn34)CC2)c1
  A: 0; B: 0.0; C: 14; D: -0.7
> O=C(CN1C2CCC1CC(NC(=O)Nc1ccccc1)C2)NC1CC1 (centres undefined)
  A: 0; B: 0.0; C: -1; D: 1.6
> O=C(CN1N=C(c2ccccc2)CCC1=O)NCCN1CCc2ccccc2C1
  A: 0; B: 0.7; C: 1; D: 0.4
> COc1cc(NC(=O)c2ccccc2)c(OC)cc1NC=C(C#N)C#N
  A: 5; B: -0.1; C: 15; D: 4.4
> COc1ccccc1C(=O)Nc1ccccc1N1CCN(C)CC1
  A: 5; B: 0.0; C: 8; D: 3.1
> Nc1ccc(Cl)cc1-n1nc(-c2ccc(F)cc2)c2ccccc2c1=O
  A: 0; B: -0.2; C: 1; D: 0.1
> CCN1CCN(CC(=O)N2CCN(c3ccccc3)CC2)C(=O)C1=O
  A: 1; B: -0.1; C: 1; D: 0.5
> OCCNc1ncnc2nc(-c3ccccc3)[nH]c12
  A: 2; B: 0.0; C: 7; D: 0.2
> COc1ccc(C(=O)CN2CCN(S(=O)(=O)c3ccc(Br)cc3)CC2)cc1
  A: 6; B: -0.2; C: 4; D: 1.3
> CCCNc1cc(N2CCCC2CO)nc(N)n1 (centres undefined)
  A: 20; B: 0.8; C: 3; D: -1.7
> O=C(NCCCN1CCCCC1)C1CC(=O)N(CCc2ccccc2)C1 (centres undefined)
  A: 8; B: -0.1; C: 4; D: 0.0
> CCCS(=O)(=O)c1c(S(=O)(=O)CCC)c2ccc(C(N)=O)cn2c1C(=O)c1ccccc1
  A: -10; B: -0.1; C: -16; D: -0.1
> O=S(=O)(c1ccc(F)cc1)N1C=Cc2ccccc2C1c1c[nH]c2ccccc12 (centres undefined)
  A: -8; B: -0.1; C: -3; D: 1.1
> CCOc1ccc(OCC)c(NC(=O)CSc2nnc(-c3ccc(F)cc3)o2)c1
  A: 8; B: 0.2; C: 7; D: -1.4
> O=[N+]([O-])c1ccc(N2CCCNCC2)c(Cl)c1
  A: 19; B: 0.8; C: -5; D: -0.5
> CC(C)CNc1ccc(-c2ccccc2C=O)cn1
  A: 1; B: -0.5; C: -44; D: -0.4
> Cc1cc(C)n(Cc2ccc(C(=O)O)o2)n1
  A: 6; B: -0.1; C: 1; D: 0.0
> COc1ccc(/C=C/C(=O)NCCN2CCOCC2)cc1
  A: -1; B: 0.1; C: -7; D: 0.4
> COc1ccc(C2CC(=O)C3=C(C2)Nc2ccccc2NC3c2ccc(OC(F)(F)F)cc2)cc1OC (centres undefined)
  A: 4; B: 0.4; C: 4; D: 1.5
> CCOC(=O)NC(c1ccccc1)C(C(=O)OCC)C(=O)OCC (centres undefined)
  A: 30; B: 2.3*; C: 9; D: -0.8
> CCN(CC(=O)NCC1CCCO1)S(=O)(=O)c1ccc(Cl)cc1 (centres undefined)
  A: 1; B: 0.0; C: 7; D: 4.3
> O=C1CCC2C(=O)N(C3CCCCC3)C(=O)C2C1 (centres undefined)
  A: -6; B: 0.0; C: -5; D: 0.1
> Cc1cccc(NC(=O)C2C3C=CC4(O3)C2C(=O)N(CCc2ccc(Cl)cc2)C4C(=O)NC2CCCCC2C)c1 (centres undefined)
  A: 13; B: 0.2; C: 6; D: -0.9
> Cc1cnc(N2CCCC2CO)nc1Nc1ccc2c(c1)OCO2 (centres undefined)
  A: 9; B: -0.1; C: -26; D: -1.4
> O=C(CCCn1nnc2ccccc2c1=O)NCc1ccccc1
  A: 2; B: -0.1; C: -1; D: -0.2
> Cc1ccc2c(c1)-c1c(cnn1CC(=O)Nc1ccc(F)cc1)CO2
  A: -8; B: -0.1; C: 6; D: -0.2
> CC1=NN(c2ccc(C(=O)OC(C)C)cc2)C(=O)/C1=C\c1ccc(N2CCOCC2)cc1
  A: 2; B: -0.1; C: -13; D: -0.7
> CCN(CC)c1nc2c(c(=O)[nH]c(=O)n2C)n1Cc1cccc2ccccc12
  A: -3; B: 0.1; C: -2; D: -0.9
> Cc1ccc2c(c1)-c1c(cnn1CC(=O)N(C)c1ccccc1)CO2
  A: -7; B: -0.3; C: 6; D: -0.1
> O=C(CN(C(=O)CCC(=O)Nc1ccccn1)c1cccc(F)c1)NCc1ccccc1
  A: 2; B: 0.2; C: 5; D: -0.8
> COCCNc1cc(C)nc2c3c(C)cc(C)nc3nn12
  A: 0; B: 0.5; C: 14; D: -1.2
> COc1ccccc1-c1cnc2c(Nc3ccc4[nH]ccc4c3)nccn12
  A: 7; B: 0.3; C: 5; D: -2.1
> Cc1ccc(OCCSc2nc3ccccc3n2CC(N)=O)cc1
  A: 12; B: 0.7; C: -8; D: 3.5
> O=C(COc1ccccc1)Nc1ccc(NC(=O)c2cccs2)cc1
  A: 51*; B: -0.2; C: -1; D: 0.6

Later entries
Codes: A = MITF primary; B = FBW7 activator; C = TEAD-YAP inh; D = GPR151 ag
> C/C(=N\NC(=O)CC1(C)OCCO1)c1oc(C)cc1C
  A: -9; B: -0.2; C: 6; D: 0.4
> COc1ccc(N2CC(c3nc4ccccc4n3CC(O)COc3cc(C)ccc3C)CC2=O)cc1 (centres undefined)
  A: -8; B: -0.1; C: -8; D: -0.7
> CC(=O)Nc1ccc(Nc2cc(C)nc(NC3CCN(Cc4ccccc4)CC3)n2)cc1
  A: -4; B: -0.2; C: -4; D: -3.1
> CCC(CC)=NNC(=O)c1ccc(C)cc1C
  A: 0; B: 0.7; C: -16; D: 0.3
> Cc1nnc(-c2ccc(OCC(=O)N3CCc4ccccc43)cc2)o1
  A: 7; B: 0.2; C: 4; D: 0.2

Structures above with a Cl atom, in the order listed:
Codes: A = MITF primary; B = FBW7 activator; C = TEAD-YAP inh; D = GPR151 ag
> COC(=O)c1cc(NS(=O)(=O)c2ccc(OC)c(Br)c2)ccc1Cl
  A: 14; B: 0.5; C: -3; D: -1.4
> Nc1c(C(=O)Nc2cc(C(F)(F)F)ccc2Cl)sc2nc3c(cc12)CCCC3
  A: -10; B: 0.0; C: -22; D: -1.7
> COc1cc(/C=C2/SC(=Nc3ccccc3)NC2=O)ccc1OCc1ccc(Cl)cc1
  A: 5; B: -0.1; C: -7; D: 1.2
> CCCCn1c(=O)c2c(nc3n2CC(C)CN3c2ccc(Cl)cc2)n(C)c1=O (centres undefined)
  A: 8; B: 0.0; C: 0; D: 1.1
> Cc1c(Cl)cccc1NC(=O)CSc1nnc(Cc2ccccc2)n1-n1cccc1
  A: -2; B: -0.1; C: 4; D: 3.6
> Cc1ccc(OCCOCCn2cnc3ccccc3c2=O)c(Cl)c1
  A: -7; B: -0.2; C: -15; D: -0.5
> Nc1ccc(Cl)cc1-n1nc(-c2ccc(F)cc2)c2ccccc2c1=O
  A: 0; B: -0.2; C: 1; D: 0.1
> O=[N+]([O-])c1ccc(N2CCCNCC2)c(Cl)c1
  A: 19; B: 0.8; C: -5; D: -0.5
> CCN(CC(=O)NCC1CCCO1)S(=O)(=O)c1ccc(Cl)cc1 (centres undefined)
  A: 1; B: 0.0; C: 7; D: 4.3
> Cc1cccc(NC(=O)C2C3C=CC4(O3)C2C(=O)N(CCc2ccc(Cl)cc2)C4C(=O)NC2CCCCC2C)c1 (centres undefined)
  A: 13; B: 0.2; C: 6; D: -0.9
